Compound activity: PubChem, NMMLSC
Myeloid diff MLP: myeloid differentiation induction. calls only at 10 µM. 1% of 360,000 active. ER-HoxA9 myeloid progenitors, lysozyme-GFP differentiation, flow cytometry;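 active means normalized GFP-positive differentiation at or above the plate's own cutoff, the solvent-only control mean plus 3 SD; inconclusive means no clear call, values can overlap the other calls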;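 further: cells exposed to compound for four days before flow analysis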
Myeloid diff MLP GFP+ MAC1+ %: second read-out of Myeloid diff MLP, no call of its own (marks repeat the call); GFP+ MAC1+ double positive, %; measured here: differentiation confirmed by MAC1 staining
* marks the source's active call; other numbers are inactive results; i = inactive; ? = inconclusive; . = not tested or not shown; + = active, no number.

cpd	SMILES	Myeloid diff MLP	Myeloid diff MLP GFP+ MAC1+ %
1	C[C@H](CO)N1C[C@H](C)[C@@H](CN(C)C(=O)c2ccccc2)OCc2cn(nn2)CCCC1=O	i	1.3
2	O=c1c(-c2ccco2)nc2ccccc2n1C(c1ccccc1)c1nc2ccccc2[nH]1 (stereo unspecified)	i	3.2
3	CC(C)NC(=O)c1cc(C2CCCCN2S(=O)(=O)c2ccccc2)on1 (stereo unspecified)	i	1.4
4	O=C(CC[C@H]1O[C@@H](n2ccc(=O)[nH]c2=O)[C@H](O)[C@@H]1O)NC1CCN(Cc2ccccc2)C1 (stereo partly specified)	i	0.9
5	COCCn1c2nc(=O)n(-c3ccccc3)c(=O)c-2nc2ccccc21	?	.
6	COc1ccc(NC(=O)C2(C)Cc3c(-c4cccc(C(N)=O)c4)ccnc3O2)cn1 (stereo unspecified)	i	0.4
7	COc1ccc2cc(C3CC=C(COC(C)=O)CN3S(=O)(=O)c3ccccc3[N+](=O)[O-])n(C(=O)OC(C)(C)C)c2c1 (stereo unspecified)	i	2.8
8	CC(C)(C)NC(=O)C1(C)CCC(=O)N1C1CC1 (stereo unspecified)	i	0.9
9	O=C(COc1ccc(F)c(Cl)c1)NC(=O)NC1CCCC1	i	0.0
10	Cc1ccc(S(=O)(=O)NCc2ccccc2NS(=O)(=O)c2ccc(C)cc2)cc1	i	3.6
11	Cc1ccc([C@H]2C[C@H](n3cc(COC(=O)c4ccccc4)nn3)[C@@H](O)CN2C(=O)C2CCCCC2)cc1	i	0.1
12	CC1(C(=O)NS(=O)(=O)c2ccc(F)cc2F)CCN1C(=O)CC1CCCCC1 (stereo unspecified)	i	0.4
13	CCOC(=O)C1=CCN(S(=O)(=O)c2ccccc2F)C1c1ccc(Cl)c(Cl)c1 (stereo unspecified)	i	0.8
14	Cc1ccc(OC(=O)N(C)C[C@@H]2OCc3cn(nn3)CCCC(=O)N([C@@H](C)CO)C[C@H]2C)cc1	i	0.5
15	Cc1ccccc1NC(=O)CNC(=O)N1CC(=O)Nc2ccccc21	i	0.2
16	O=C1CCc2cc(S(=O)(=O)Nc3cccc(Cl)c3)ccc2N1	i	1.1
17	CN1CCN2c3ccccc3CC(C#N)(C#N)C2C1 (stereo unspecified)	i	0.6
18	Cc1ccc(C(=O)OCC(=O)N2CCC(C)CC2)cc1S(=O)(=O)N1CCOCC1	i	0.5
19	Cc1ccc(S(=O)(=O)NC(=O)C2(C)CCN2C(=O)Cc2cccs2)nc1 (stereo unspecified)	i	1.0
20	CCCCN1CC(C)(C)[C@H](CC(=O)Nc2ccc(Br)cc2)C1=O	i	0.7

Taken from above.
In Myeloid diff MLP GFP+ MAC1+ %, CC1(C(=O)NS(=O)(=O)c2ccc(F)cc2F)CCN1C(=O)CC1CCCCC1 (stereo unspecified) is entered as 0.4
In Myeloid diff MLP GFP+ MAC1+ %, Cc1ccc(S(=O)(=O)NC(=O)C2(C)CCN2C(=O)Cc2cccs2)nc1 (stereo unspecified) is entered as 1.0

Later entries.
cpd	SMILES	Myeloid diff MLP	Myeloid diff MLP GFP+ MAC1+ %
21	CCCCNc1nc(NCc2ccccc2)nc2ccccc12	+	3.4*
22	CN(Cc1ccccc1)C(=O)[C@@H]1CCCN1C(=O)[C@@H]1CCCN1C(=O)c1cccs1	i	0.9
23	CCNC(=S)Nc1ccc2c(c1)c(=O)n(C)n2CC=C(C)C	i	1.4
24	CC1=C(C(=O)N2CCOCC2)CC(CC(=O)NCC2CCCCC2)C(=O)N1Cc1ccc(C(C)(C)C)cc1 (stereo unspecified)	i	1.0
25	C[C@@H]1CN([C@@H](C)CO)C(=O)CCCn2nncc2CO[C@@H]1CN(C)C(=O)Nc1ccc(N2CCN(C)CC2)cc1	i	1.1
26	CC1=NN(C(N)=S)C(=O)C1N=Nc1ccccc1[N+](=O)[O-] (stereo unspecified)	i	1.5
27	Cc1ccc(-c2cnc(C(O)c3c(C)cccc3C)[nH]2)cc1 (stereo unspecified)	i	1.1
28	Cc1nn(-c2ccccc2)c(-c2ccccc2[N+](=O)[O-])c1CC#N	i	1.6
29	C[C@@H]1CCCCO[C@H](CN(C)C(=O)Nc2cccc3ccccc23)[C@@H](C)CN([C@H](C)CO)C(=O)c2cc(NC(=O)c3ccccc3)ccc2O1	i	0.6
30	CCCCn1nnnc1C(c1cccs1)N1CCN(C/C=C/c2ccccc2)CC1 (stereo unspecified)	i	2.4
31	CS(=O)(=O)c1ccc(Nc2nc(C(N)Cc3ccc(F)cc3)cs2)cc1 (stereo unspecified)	i	1.5
32	Cc1ccc(CCC(=O)Nc2ccc(Cl)cc2Cl)o1	i	0.8
33	CC(=O)OC1(C)C=Cc2ccccc2C1=NS(=O)(=O)c1ccccc1 (stereo unspecified)	i	0.6
34	CC(=O)Oc1ccccc1Cn1c(C)c(C(=O)NCc2cccc(Cl)c2)sc1=O	i	1.5
35	CCOC(=O)C(=Cc1ccccc1)C(=O)c1ccccc1	i	0.3
36	C=C1C(=O)CC2=C1[C@](Cc1ccc(F)cc1)(C(=O)OC)N(C(=O)c1ccccc1)C2	i	0.8
37	Cc1ccccc1-c1cnc(C(O)c2c(C)cccc2C)[nH]1 (stereo unspecified)	i	0.4
38	COc1cc(OC)cc(-c2noc([C@@H]3O[C@H](CO)[C@H](O)[C@H](O)[C@H]3O)n2)c1	i	1.4
39	O=C(C[C@H]1C[C@@H]2c3cc(NC(=O)Nc4ccccc4F)ccc3O[C@@H]2[C@H](CO)O1)NCc1ccccn1	i	0.9
40	Cc1ccc(S(=O)(=O)NC(=O)C2(C)CCN2C(=O)CC2CCCC2)nc1 (stereo unspecified)	i	0.7

Compounds 39–40 of the list above:
cpd	SMILES	Myeloid diff MLP	Myeloid diff MLP GFP+ MAC1+ %
39	O=C(C[C@H]1C[C@@H]2c3cc(NC(=O)Nc4ccccc4F)ccc3O[C@@H]2[C@H](CO)O1)NCc1ccccn1	i	0.9
40	Cc1ccc(S(=O)(=O)NC(=O)C2(C)CCN2C(=O)CC2CCCC2)nc1 (stereo unspecified)	i	0.7

(list continues)
cpd	SMILES	Myeloid diff MLP	Myeloid diff MLP GFP+ MAC1+ %
41	Cc1ccc(S(=O)(=O)Nc2ccccc2NS(=O)(=O)c2ccc(C)cc2)cc1	i	0.9
42	C[C@@H]1CCCCO[C@H](CN(C)C(=O)Nc2ccc(C(F)(F)F)cc2)[C@@H](C)CN([C@H](C)CO)C(=O)c2cc(NC(=O)c3ccncc3)ccc2O1	i	0.1
43	COCC1OC(OC(C)C(O)c2cnc3nc(N)[nH]c(=O)c3n2)C(O)C(OC)C1O (stereo unspecified)	i	2.3
44	COCCCNC(=O)c1csc([C@@H]2O[C@H](CO)[C@H](O)[C@H](O)[C@H]2O)n1	i	0.9
45	CC1(C(=O)NS(=O)(=O)c2ccccc2)CCN1C(=O)c1cccc2ccccc12 (stereo unspecified)	i	1.4
46	COc1ccc(-c2cc3nc(C)cc(N4CCN(C(=O)c5ccco5)CC4)n3n2)cc1	i	1.2
47	Cc1ccccc1Sc1ccc(N)cn1	+	1.5*
48	CCCCCCCCCC1NC(C(=O)O)Cc2c1[nH]c1ccccc21 (stereo unspecified)	i	0.4
49	CCCc1c(-c2ccc(F)cc2)ncn1CCc1ccccc1OC	i	1.8
50	OC[C@@H]1CN(Cc2ccccc2)C[C@H](n2cnc3c(NCc4ccc(F)cc4)ncnc32)O1	i	0.5
51	CC(=O)Nc1ccc(NC(=O)C2(C)Cc3c(-c4ccc5c(c4)OCO5)ccnc3O2)cc1 (stereo unspecified)	i	1.1
52	NC(c1csc(NC(=O)Nc2cccc(Cl)c2)n1)c1ccccc1Cl (stereo unspecified)	i	1.1
53	CCOC(=O)c1cc(OC)c2cccc(CN3CCCC(C)(C(=O)NCCOC)C3)c2c1 (stereo unspecified)	i	1.1
54	COC(=O)c1ccc2nc(-c3ccco3)c(Cc3ccc(OC)cc3C)n2c1	i	0.9
55	CCCS(=O)(=O)NC(=O)C1(C)CCN(C(=O)c2c(C)noc2C)C1 (stereo unspecified)	i	1.0
56	CNC[C@H]1OCc2ccccc2-c2ccccc2C(=O)N([C@@H](C)CO)C[C@H]1C	i	0.8
57	CCOc1ccccc1NC(=O)C(OC(=O)c1cnc(C)cn1)c1ccccc1 (stereo unspecified)	i	0.4
58	Cc1ccc(S(=O)(=O)N2C[C@H]3[C@H]4C(=O)N(c5ccccc5)C(=O)[C@H]4C[C@H](OC(=O)NC4CC4)[C@@]3(O)C2)cc1	i	0.4
59	COC(=O)c1ccc(C(=O)OC)c(NC(=O)Cc2cccs2)c1	i	0.4
60	CC(C)(C)n1nnnc1C(c1ccccc1)N1CCN(C(=O)C2CCCO2)CC1 (stereo unspecified)	i	0.7
61	CN(C)Cc1csc(NC(=O)Nc2ccccc2C(C)(C)C)n1	i	0.0
62	CC(C)NC(=O)c1cc(C2CCCCN2C(=O)c2ccc(C#N)cc2)on1 (stereo unspecified)	i	2.1
63	O=c1[nH]cc(F)c(=O)n1C1OC(CO)C(O)C1O (stereo unspecified)	i	0.9
64	O=C1OCC/C1=C\NCCCCCCCCN/C=C1\CCOC1=O	i	0.4
65	C[C@@H]1CN([C@@H](C)CO)C(=O)c2cc(NC(=O)C3CCCCC3)ccc2O[C@@H](C)CCCCO[C@@H]1CN(C)C(=O)CCCN(C)C	i	0.4
66	COc1cccc(-c2cnc(C(O)c3cccc(OC)c3)[nH]2)c1 (stereo unspecified)	i	1.0
67	COc1cccc(CN2CCC2(C)C(=O)Nc2cccc3cccnc23)c1F (stereo unspecified)	i	0.6
68	O=C(O)COc1ccc(NC(=O)c2ccc3c(c2)C(=O)N(CC2CCCO2)C3=O)cc1 (stereo unspecified)	i	0.3
69	COc1ccc(CN2C[C@@H](CO)O[C@@H](n3cnc4c(N5CCCC5)ncnc43)C2)cc1	i	0.5
70	COCCn1c(SCc2ccc(C)cc2)nc2c1c(=O)[nH]c(=O)n2C	i	0.8

Profiles, quoted from the list.
Profile of `COc1cccc(-c2cnc(C(O)c3cccc(OC)c3)[nH]2)c1` (stereo unspecified) : Myeloid diff MLP: i; Myeloid diff MLP GFP+ MAC1+ %: 1.0
Profile of `COc1cccc(CN2CCC2(C)C(=O)Nc2cccc3cccnc23)c1F` (stereo unspecified) : Myeloid diff MLP: i; Myeloid diff MLP GFP+ MAC1+ %: 0.6
Profile of `O=C(O)COc1ccc(NC(=O)c2ccc3c(c2)C(=O)N(CC2CCCO2)C3=O)cc1` (stereo unspecified) : Myeloid diff MLP: i; Myeloid diff MLP GFP+ MAC1+ %: 0.3

(list continues)
cpd	SMILES	Myeloid diff MLP	Myeloid diff MLP GFP+ MAC1+ %
71	N#Cc1ccccc1C[C@H](N)C(=O)NC[C@H]1O[C@@H](n2cnc3c(N)ncnc32)[C@H](O)[C@@H]1O	i	1.5
72	CCOC(=O)[C@]12CCC=C1N(CCC1=CCCCC1)C(=O)[C@H](CC(=O)NCC1CCCCC1)C2	i	1.1
73	CCc1nc2c(OCCC3CCCCC3)cccn2c1N(C=O)Cc1ccc(OC)cc1	i	1.2
74	O=C1OCCC1=CN1CCCCC1	i	0.2
75	COC(=O)C[C@H]1C[C@@H]2c3cc(NS(=O)(=O)c4ccc(OC)cc4)ccc3O[C@@H]2[C@H](CO)O1	i	2.4
76	Cc1ccc(S(=O)(=O)N2CCC(=O)N([C@H](COCc3ccc(C(F)(F)F)cc3)Cc3ccccc3)CC2)cc1	i	0.9
77	CCCNC(=O)C1(C)CCCN(C(=O)c2ccc(F)cc2Cl)C1 (stereo unspecified)	i	0.7
78	CC(CC(=O)Nc1ccc2c(c1)c(=O)n(C)n2Cc1ccc(Cl)cc1)C(F)(F)F (stereo unspecified)	i	0.3
79	COc1ccc(Cl)cc1-c1cc(C(=O)Nc2ccc(C(C)(C)C)cc2)[nH]n1	?	.
80	COC(=O)c1ccc2nc(-c3ccc(Cl)cc3)c(Cc3ccsc3)n2c1	i	1.5
81	CN(C)CCCNc1nc2cc(-c3ccc(F)cc3)sc2c(=O)n1C	i	2.0
82	COC(=O)Cc1ccccc1NS(=O)(=O)c1ccc(C)cc1	i	1.3
83	CC1(C(=O)NS(=O)(=O)C2CC2)CCCN(C(=O)c2ccc3ccccc3c2)C1 (stereo unspecified)	i	0.9
84	CC(C)Sc1nc(-c2cccs2)nc2cc(Cl)ccc12	i	0.5
85	COc1ccc(NC(=O)C2C(c3ccc4c(c3)OCO4)=Nc3ccccc3N2C(C)=O)cc1 (stereo unspecified)	i	1.8
86	COc1ccc(NC(=O)N(C)[C@H]2C[C@H]3c4[nH]c5ccccc5c4CCN3C[C@H]2[C@H](C)O)cc1	i	1.4
87	CNc1ccc2ncc(-c3cccc(C(=O)N(C)C)c3)n2n1	i	0.4
88	COc1ccccc1C(=O)NC(=S)Nc1ccc(N2CCOCC2)cc1	i	0.8
89	CC(=O)Oc1ccc(Cn2c(C)c(C(=O)NCc3ccccc3C(F)(F)F)sc2=O)cc1	i	1.7
90	CCNC(=O)C1(C)CCCN(Cc2ccc(-c3ccccc3)o2)C1 (stereo unspecified)	i	0.9
91	CC(CCC(=O)O)C1CCC2C3CCC4CC(O)CCC4(C)C3CC(O)C12C (stereo unspecified)	i	2.5
92	CC(O)(c1ccc(F)c(F)c1)c1nc(/C=C/c2ccc(C(F)(F)F)cc2)cs1 (stereo unspecified)	i	1.3
93	O=C(Nc1cccc(-c2cccc(Cl)c2)c1)C1CCN(Cc2nccs2)CC1	i	0.9
94	COCCN1C(=O)CCC1(C)c1nnnn1-c1ccc2ccccc2c1 (stereo unspecified)	i	1.3
95	O=C1NC(=O)C2(CCCc3ccc([N+](=O)[O-])cc32)N1 (stereo unspecified)	i	1.3
96	COC(=O)C1=C(C)NC(=O)NC1c1ccc(OC)c(OC)c1 (stereo unspecified)	i	1.9
97	CC1C(=O)N(Cc2cn(Cc3ccco3)nn2)CCS(=O)(=O)N1Cc1ccc(-c2ccccc2)cc1 (stereo unspecified)	i	0.7
98	O=C(c1ccco1)N1CCN(C2CN(C3CCCCC3)S(=O)(=O)C2)CC1 (stereo unspecified)	i	0.6
99	COc1cccc(-c2cc(NC=O)c3ncc(-c4ccc(F)c(Cl)c4)n3c2)c1	i	1.0
100	O=C1C(N2CCOCC2)=Cc2cccc3cccc1c23	i	1.4
101	CC(=O)NCCNc1nc2cc(-c3ccc(C)cc3)sc2c(=O)n1C	i	1.5

The list is partial; rates above refer to the full screens.
